pPAFAH FP inh – pPAFAH (human) enzyme inhibition. recombinant pPAFAH, FP-rhodamine probe fluorescence polarization. inhibition, % at 3.39 µM. 1.5% of 330,000 active. AID 463082;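 active = inhibition above the mean inhibition across the screen plus 3 SD, cut at about 25% in these data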;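 also: inhibitors block binding of the rhodamine activity-based probe so polarization drops; 0% = enzyme with DMSO and 100% = wells lacking pPAFAH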
PAFAH2 FP inh – inhibitors of human PAFAH2; Q99487; recombinant PAFAH2, FP-rhodamine activity probe, fluorescence polarization; inhibition, % at 3.39 µM; 0.99% of 340,000 active; AID 492956;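 active = inhibition above the mean over all tested compounds plus 3 SD, cut at about 30% in these data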;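 also: inhibitors block probe labeling of enzyme so polarization drops; 0% = enzyme with DMSO and 100% = wells lacking PAFAH2 protein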
PAFAH1B3 FP inh – inhibitors of human PAFAH1B3; Q15102; recombinant PAFAH1B3, FP-rhodamine probe, fluorescence polarization; inhibition, % at 3.39 µM; 0.28% of 340,000 active; AID 492972;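 active = inhibition above the screen-wide average of all tested compounds plus 3 SD, cut at about 25% in these data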;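 also: 0% = enzyme with DMSO only and 100% = wells lacking PAFAH1B3 protein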
Target sequence (Q15102 whole entry, looked up): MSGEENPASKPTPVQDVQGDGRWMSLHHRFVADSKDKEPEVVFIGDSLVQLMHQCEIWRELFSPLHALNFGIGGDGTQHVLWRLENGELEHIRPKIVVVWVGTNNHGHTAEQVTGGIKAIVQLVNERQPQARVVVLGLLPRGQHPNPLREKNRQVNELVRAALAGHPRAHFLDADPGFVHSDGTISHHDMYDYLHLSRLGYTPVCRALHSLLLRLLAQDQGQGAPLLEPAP
EBNA-1 inhibitor – blocks EBNA-1 binding to DNA; EBNA-1 DNA binding, fluorescence polarization; inhibition, % at 14.8 µM; 0.34% of 300,000 active; AID 1950; in the data active = inhibition above about 28%
LYPLA1 counter – LYPLA1 (human) inhibition in PME1 counter-screen; O75608; inhibition, % at 5.9 µM; recombinant LYPLA1, FP-Rh probe fluorescence polarization; 0.16% of 320,000 active;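 active = inhibition above the mean of all tested compounds plus 3 SD, set per campaign, cut at about 14% in these data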;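 also: inhibitors block serine hydrolase probe labeling of LYPLA1 so polarization falls; 0% = enzyme with DMSO and 100% = wells lacking LYPLA1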
ZTA counter – ZTA (EBV) inhibition in EBNA-1 counter-screen; ZTA-DNA binding, fluorescence polarization; inhibition, % at 11 µM; 0.15% of 320,000 active; in the data active = inhibition above about 33%
Target sequence (P03206 whole entry, looked up): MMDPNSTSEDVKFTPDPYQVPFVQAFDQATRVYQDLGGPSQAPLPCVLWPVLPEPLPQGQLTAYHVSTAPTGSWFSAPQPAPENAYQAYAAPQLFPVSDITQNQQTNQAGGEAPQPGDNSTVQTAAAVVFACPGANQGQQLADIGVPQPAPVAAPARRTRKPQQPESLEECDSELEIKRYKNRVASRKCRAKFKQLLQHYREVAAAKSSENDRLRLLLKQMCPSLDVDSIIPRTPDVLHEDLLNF
LYPLA2 inh – counter-screen for PME1 inhibitors: inhibitors of human LYPLA2 | O95372 | recombinant LYPLA2, FP-Rh probe fluorescence polarization | inhibition, % at 5.9 µM | 0.38% of 320,000 active;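 active = inhibition above the screen-wide mean plus 3 SD, limit set per campaign, cut at about 26% in these data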;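 also: 0% = LYPLA2 with DMSO and 100% = wells lacking LYPLA2 enzyme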
Target sequence (O95372 whole entry, looked up): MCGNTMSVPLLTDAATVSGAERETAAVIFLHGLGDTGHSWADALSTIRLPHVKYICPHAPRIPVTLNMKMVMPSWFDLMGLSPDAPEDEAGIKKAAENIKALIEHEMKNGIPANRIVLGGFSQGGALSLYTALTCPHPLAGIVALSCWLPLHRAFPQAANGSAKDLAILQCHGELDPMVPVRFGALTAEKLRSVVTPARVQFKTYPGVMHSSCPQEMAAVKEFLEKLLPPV
PAFAH1B2 FP inh – PAFAH1B2 (human) inhibition. P68402. recombinant PAFAH1B2, FP-rhodamine activity probe, fluorescence polarization. inhibition, % at 3.39 µM. 1.2% of 340,000 active. AID 492953;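 active = inhibition above the mean of all tested compounds plus 3 SD, cut at about 24% in these data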;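 also: 0% = enzyme with DMSO and 100% = wells lacking PAFAH1B2; many of its hits are not listed in these tables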
Target sequence (P68402 whole entry, looked up): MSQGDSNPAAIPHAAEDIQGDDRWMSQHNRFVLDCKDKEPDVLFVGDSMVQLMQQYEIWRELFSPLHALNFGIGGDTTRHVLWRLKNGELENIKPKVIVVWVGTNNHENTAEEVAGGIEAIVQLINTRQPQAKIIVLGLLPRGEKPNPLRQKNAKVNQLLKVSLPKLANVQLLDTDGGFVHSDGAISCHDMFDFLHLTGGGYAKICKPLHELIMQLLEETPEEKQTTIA
PREPL inh – inhibitors of human prolyl oligopeptidase-like enzyme PREPL | inhibition, % at 5.96 µM | 0.68% of 320,000 active | Q4J6C6 | AID 2751 | recombinant PREPL, fluorescence polarization activity-based probe; in the data active = inhibition above about 43%;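 also: 0% = enzyme with DMSO and 100% = wells lacking enzyme; many of its hits are not listed in these tables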
* = called active by the depositor; x = not tested or not shown; & = joins results of further samples. The list is partial; rates above refer to the full screens.

canonical_smiles	pPAFAH FP inh	PAFAH2 FP inh	PAFAH1B3 FP inh	EBNA-1 inhibitor	LYPLA1 counter	ZTA counter	LYPLA2 inh	PAFAH1B2 FP inh	PREPL inh
CC(=O)c1c(C)n(CC2CCCO2)c2ccc(O)cc12 (stereo not given)	4	-3	-3	8	-3	14	-1	6	2
COc1ccc(NC(=O)c2cn(CCC#N)nc2-c2cccc([N+](=O)[O-])c2)cc1	3	5	-1	0	-3	-12	-5	8	1
CN(C)CCNC(=O)c1cccn(Cc2cccc(C(F)(F)F)c2)c1=O	0	x	x	-8	0	-6	-3	x	8
Cc1ccc(C)c(NC(=O)CCNC(=O)N2C[C@H]3C[C@@H](C2)c2cccc(=O)n2C3)c1	0	-2	10	-1	0	0	6	-4	11
C[C@H](NC(=O)N1C[C@H]2C[C@@H](C1)c1cccc(=O)n1C2)C(=O)Nc1cccc(F)c1	4	-1	14	-7	2	4	5	4	-3
CCOC(=O)N(C)c1ccc(C(O)(C(=O)OC)C(F)(F)F)cc1 (stereo not given)	2	6	9	0	0	2	8	2	-7
NC1=C([N+](=O)[O-])C(c2ccc3c(c2)OCO3)c2c(c3ccccc3oc2=O)O1 (stereo not given)	2	x	x	3	-4	7	0	x	14
Cc1sc2ccccc2c1CC1=NCCN1	3	5	10	-3	3	-18	8	-3	-28
COc1ccc(C[C@H]2NC[C@H](O)[C@H]2OC(C)=O)cc1	1	3	-7	8	3	11	6	-4	4
COC(=O)C1=C(c2ccccc2)C[C@@H]2CC[C@H]1N2C(=O)NCc1ccc(F)cc1	2	1	-1	4	2	0	3	4	-29
Cc1cc[n+](Cc2ccccc2)cc1	-3	5	1	-4	-4	9	-10	3	12
CCc1cc(=O)oc2cc(OCC(=O)N3C[C@H]4C[C@@H](C3)c3cccc(=O)n3C4)ccc12	-2	-1	11	5	-2	-7	2	4	-3
Cn1c(O)c(C(=Nc2ccc(F)cc2)c2ccccc2)c(=O)n(C)c1=O	5	3	3	4	3	-11	2	6	8
CCCCn1c(O)c(C(C)=NCC2CCCO2)c(=O)[nH]c1=O (stereo not given)	-1	5	-3	9	2	1	-4	2	-3
C=C1C[C@]2(O)[C@@]3(C)CCC(=O)C(C)(C)C3=C(O)C(=O)[C@@]2(C)[C@@H]2C(=O)O[C@@](C)(C(=O)OC)C(=O)[C@@]12C	7	8	1	4	2	5	5	2	5
Cc1[nH]c2ccccc2c1C(=O)CN1CC=C(c2ccccc2)CC1	7	3	3	3	-3	7	-5	-2	-41
Cn1c(O)c(C=NC2C(=O)C3(C)CCC2C3(C)C)c(=O)n(C)c1=O (stereo not given)	0	-9	-4	6	0	9	2	-4	-11
CCN1C[C@@]2(COC)C3[C@@H](OC)[C@H]4[C@@H]1[C@@]3(C1C[C@@]3(O)[C@H](OC(=O)c5ccccc5)C1[C@]4(OC(C)=O)[C@@H](O)[C@H]3OC)[C@@H](OC)C[C@H]2O (stereo not given in full)	4	x	x	1	-4	3	-6	x	8
CC1CN(c2cc([N+](=O)[O-])ccc2Cl)CC(C)N1 (stereo not given)	4	-5	-6	1	3	3	1	5	8
CCOC(=O)C1(CCc2ccccc2)CCN(Cc2ccco2)CC1	2	-7	6	-3	0	3	1	2	-34
CCC(C)C(NC(=O)CCCNC(=O)CCC(=O)OC1O[C@H]2OC3(C)CC[C@H]4[C@H](C)CCC(C1C)C24OO3)C(=O)O (stereo not given in full)	-2	-2	10	9	0	8	-1	7	0
FCCN(CCF)c1cccc(Cl)c1	4	x	x	-3	-4	-11	-3	x	6
O=C(c1ccc(CNS(=O)(=O)c2ccc(Br)cc2)cc1)N1CCC2(CC1)OCCO2	10	1	6	1	0	-18	5	2	8
Cc1ccccc1NC(=O)c1cc(-c2ccccc2)n(CCCN2CCOCC2)c1C	9	x	x	-4	1	-19	1	x	7
Cc1ccc(C(=O)C2CN3CCC2CC3)cc1 (stereo not given)	-1	-12	6	-8	0	0	-3	4	3

Copied from the results shown (two entries):
canonical_smiles	pPAFAH FP inh	PAFAH2 FP inh	PAFAH1B3 FP inh	EBNA-1 inhibitor	LYPLA1 counter	ZTA counter	LYPLA2 inh	PAFAH1B2 FP inh	PREPL inh
Cc1ccccc1NC(=O)c1cc(-c2ccccc2)n(CCCN2CCOCC2)c1C	9	x	x	-4	1	-19	1	x	7
Cc1ccc(C(=O)C2CN3CCC2CC3)cc1 (stereo not given)	-1	-12	6	-8	0	0	-3	4	3

The listing continues:
canonical_smiles	pPAFAH FP inh	PAFAH2 FP inh	PAFAH1B3 FP inh	EBNA-1 inhibitor	LYPLA1 counter	ZTA counter	LYPLA2 inh	PAFAH1B2 FP inh	PREPL inh
Cc1ccc2[nH]c(=S)n(-c3cccnc3)c(=O)c2c1	0	x	x	-6	2	-12	7	x	12
CCn1cc(/C=c2/sc3n(c2=O)C2c4ccccc4OC(C)(N=3)C2C(=O)OC)c(C)n1 (stereo not given)	3	0	2	2	8	-10	8	2	-22
CCOC(=O)c1c(C)[nH]c(C)c1C(=O)C(Cc1ccccc1)N(C)C (stereo not given)	4	-6	4	8	-1	13	3	3	14
CCC1(c2cccc(O)c2)CCCCN(C)C1 (stereo not given)	-1	1	2	-1	-4	13	-4	2	-5
FC(F)(F)c1ccc2c(c1)nnn2C1CCN(Cc2nnnn2Cc2ccccc2)CC1	10	-4	-1	-24	-1	-6	14	5	4
O=C1NC(=O)C(CCc2ccncc2)(CCc2ccncc2)C(=O)N1CCc1ccccc1	0	-3	3	7	-1	6	0	3	-9
COc1ccc(N2C(=O)NC(=O)/C(=C\c3ccccc3[N+](=O)[O-])C2=O)cc1	-4	5	1	-6	1	-12	-1	4	-11
C[N+]1(C)C2CC(OC(=O)C(CO)c3ccccc3)CC1C1OC12 (stereo not given)	4	-8	12	2	0	11	6	0	-3
Cc1ccnc(-n2c(C)nc3ccccc3c2=O)c1	2	6	4	-18	0	-1	2	7	11
Cc1ccccc1-n1c(-c2ccoc2)nc2ccccc2c1=O	-6	3	8	-10	0	-4	2	1	-12
CCc1ccc(-n2c(O)c(/C=N/N3CCCCC3c3cccnc3)c(=O)[nH]c2=O)cc1 (stereo not given)	-3	-6	12	8	-1	18	-3	-4	-3
CCCCCCN=Cc1c(O)n(C)c(=O)n(C)c1=O	-2	-2	1	-7	-1	4	-5	5	22
Cc1ccc2c(c1)CNc1ccccc1O2	6	0	8	6	1	-8	0	4	-11
CSc1nnc(C2CCNCC2)n1C	1	-1	7	-8	3	1	2	0	1
COc1ccc(/C=C2/C(=O)N(Cc3ccco3)C(=O)N(C(C)C)C2=O)cc1	11	30*	1	0	-8	7	-4	1	3
C[C@@H]1CN(C2CCC(C#N)(c3ccc(F)cc3)CC2)CC[C@]1(C(=O)O)c1ccccc1 (stereo not given in full)	5	-12	-5	2	2	-4	-1	-7	-2
O=C(Cc1ccc(Cl)c(Cl)c1)NCC1(N2CCOCC2)CCCCC1	-1	-4	10	4	2	-6	7	2	30
CCC(=O)N1CC(=O)Nc2ccc(Br)cc2C1c1ccccc1 (stereo not given)	-3	-1	-4	5	-1	-25	12	-1	15
Cc1ccccc1NC1=NCCCS1	-1	-4	1	-7	-2	-12	-3	6	-3
CCCCCc1nc2ccccc2c(=O)n1-c1ccc(Cl)cc1[N+](=O)[O-]	4	-2	3	1	-1	-8	4	1	-1
Fc1ccc(CNCCc2ccccc2)cc1	5	-2	9	-6	-8	0	-4	-3	-12
C=CCC1C(=O)NC(=S)NC1=O	-4	3	8	3	-4	-1	2	4	0
COc1ccccc1CCNCc1ccc(OC)c(OC)c1OC	0	-7	1	3	-2	-7	3	2	26
Cc1ccsc1C(=O)C1CCCN(Cc2ccc(-n3cccn3)cc2)C1 (stereo not given)	1	-5	5	-9	-2	-1	1	-2	-23
C[C@]12CC[C@@H]3c4ccc(O)c(O)c4CC[C@H]3[C@@H]1CC[C@@H]2O	13	-2	14	-1	-4	-7	0	-1	18
CC/C(=N\NC(=S)Nc1ccccc1)c1c(O)[nH]c(=O)[nH]c1=O	-2	1	2	3	-2	12	-1	8	-1
Cc1sc2nc(COC(=O)Cc3ccccc3)[nH]c(=O)c2c1C	3	2	5	-5	-3	5	2	2	-10
CN1CCc2cccc(Cl)c2CC1	2	-2	0	-11	0	-8	9	-4	-3
CC(=O)O[C@]1(c2ccccc2)CCN(C)[C@H]2CCCC[C@@H]21	0	1	2	3	0	0	-8	2	-25
CCN(CC)c1ccc(/C=C2/C(=O)NC(=O)N(CC3CCCO3)C2=O)cc1 (stereo not given)	-6	18	0	-6	-6	-13	-9	7	15
COc1cc(N)c(Cl)cc1C(=O)NC1CN2CCC1CC2 (stereo not given)	-1	x	x	6	1	5	2	x	-2
CCCCC1(CCCC)C(=O)NC(=Nc2cccc(C)c2)NC1=O	3	-8	7	-5	0	0	6	6	4
C=CCn1c(O)c(/C=N/N2CCCCC2c2cccnc2)c(=O)[nH]c1=S (stereo not given)	1	1	-8	4	-6	4	-9	-5	-6
COC(=O)C1=C(c2cccc(OC)c2OC)C[C@@H]2CC[C@H]1N2C(=O)N1CCOCC1	1	0	0	9	0	-13	4	0	13
Cc1ccc(S(=O)(=O)N2CCN(C(=O)COC(=O)Cc3ccccc3)CC2)c(C)c1	31*	24	1	-5	4	2	3	7	3
CC(=O)C1C2c3ccccc3OC1(C)N=c1s/c(=C/c3cn(C)nc3C)c(=O)n12 (stereo not given)	1	-2	3	12	-3	1	0	2	-9
CN=C(SCC(=O)c1cccc(Cl)c1)c1c(O)n(C)c(=O)n(C)c1=O	0	-2	6	-10	1	-14	-1	3	15
CC(C)OS(C)(=O)=O	1	9	2	x	2	1	1	1	1
COc1cccc(-n2c(O)c(C=NCCN3CCOCC3)c(=O)[nH]c2=O)c1	2	-6	6	-4	-3	7	8	1	-2
C/C=C(\C)C(=O)N[C@@H](c1ccccc1)[C@@H](O)C(=O)O[C@H]1C[C@@]2(O)[C@@H](OC(=O)c3ccccc3)C3[C@](C)(C(=O)[C@H](OC(C)=O)C(=C1C)C2(C)C)[C@H](O)C[C@H]1OC[C@@]31OC(C)=O (stereo not given in full)	-2	-2	9	-8	3	1	0	7	5
CC(NC(C)(C)C)C(=O)c1cccc(Cl)c1 (stereo not given)	5&3	1	7	4&-13	-3&1	20&-3	0&5	-1	-8&3
O=C(Nc1ccc(Cl)cc1C(=O)c1ccccc1)c1ccc(Br)o1	13	8	-3	4	-1	-3	-8	0	-4
c1cncc(CNC2=NCCCCC2)c1	-9	10	-3	-6	0	2	2	6	11
CCOC(=O)C1CCN(C=C2C(=O)N(C)C(=S)N(C)C2=O)CC1	2	-6	12	-2	-2	-7	1	5	12
O=C(C(=O)N1CCOCC1)c1cn(Cc2ccccc2F)c2ccccc12	-9	-4	-1	-6	-6	13	-8	-2	20
COC(=O)C1=C(c2ccc(OC(F)(F)F)cc2)C[C@@H]2CC[C@H]1N2C(=O)N1CCC(C)CC1	2	4	15	x	-1	-8	-2	2	-8
CC/C(=N\NC(=O)c1ccccc1)c1c(O)n(Cc2ccccc2)c(=O)[nH]c1=O	4	x	x	7	1	11	0	x	8
O=C(c1cccc(C(F)(F)F)c1)N1C[C@H]2C[C@@H](C1)c1cccc(=O)n1C2	0	8	4	-2	2	-21	5	0	10
C=CC(C)C(C(=O)c1ccccc1)N(C)C (stereo not given)	-8	0	2	-10	1	5	-3	4	20
COc1ccccc1N1CCN(Cc2ccc(Cl)cc2Cl)CC1	-1	1	9	14	-1	-6	4	-2	25

Bioassay records from PubChem.
